RSV CPE inhibition – RSV antiviral activity via CPE protection, HEp-2 cells, primary 10 µM value included (AID 2391); HEp-2 cells, RSV-induced CPE inhibition; higher % means a stronger effect; one-dose CPE inhibition, % at 10 µM; IC50 in µM for titrated hits; hit rate 0.13% among 310,000; in the data active means a potency from the dose series; inconclusive means CPE inhibition mostly from about 23% at the one dose, without a potency; inactive means the rest, 99 in 100 with CPE inhibition below about 21%; further: strong numbers were not always called active
MgcRacGAP inhibition – MgcRacGAP GTPase-activating activity inhibitors, confirmation, biochemical, ADP Hunter fluorescence; MgcRacGAP-stimulated Rac1 GTP hydrolysis, ADP Hunter fluorescence; higher % means a stronger effect; GST-tagged Rac1 F28L mutant substrate; inhibition, % at 30 µM, or IC50 in µM where a hit was titrated; hit rate 0.6% among 340,000; AID 624330, 2012;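 active means first-screen hits whose inhibition reached a set limit at any dose in the follow-up dose series; inconclusive means inhibition above the set first-screen limit but never retested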;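 further: fluorescence reports GDP produced by GAP-driven GTP hydrolysis; strong numbers were not always called active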
LYP inhibition – inhibitors of LYP phosphatase, biochemical, fluorescence intensity, uHTS (AID 1779) | Tyrosine-protein phosphatase non-receptor type 22 (Homo sapiens) | recombinant LYP phosphatase, fluorescence intensity; higher % means a stronger effect | inhibition, % at 11.5 µM; hits with a dose series show IC50 in µM | hit rate 0.054% among 290,000; in the data active means inhibition above about 50%;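 further: plate controls were vehicle with enzyme for no effect and no enzyme for full effect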
SV40 large T antigen – SV40 large T antigen inhibitors, biochemical (AID 1903); SV40 large T antigen ATPase/helicase inhibition assay; higher % means a stronger effect; hit rate 0.39% among 310,000; one-dose inhibition, % at 20 µM; IC50 in µM for titrated hits; in the data active means a potency from the dose series; inconclusive means inhibition mostly from about 32% at the one dose, without a potency; inactive means the rest, 99 in 100 with inhibition below about 32%; further: strong numbers were not always called active
AID2073 – inhibitors of Mint1-CaV2.2 protein interaction, biochemical, HTRF (AID 2073); HTRF protein-protein interaction, Mint1-CaV2.2; higher % means a stronger effect; hit rate 0.19% among 290,000; inhibition, % at 20 µM; hits with a dose series show IC50 in µM; Voltage-dependent N-type calcium channel subunit alpha-1B (Homo sapiens); in the data active means inhibition mostly above about 51%, no sharp cut-off; inconclusive means no clear call, values can overlap the other calls; inactive means mostly below about 53%; further: some results filed as inactive read as strong as hits
XIAP displacement – XIAP antagonists, biochemical, IAP family, fluorescence polarization (AID 1018) | E3 ubiquitin-protein ligase XIAP (Homo sapiens) | XIAP BIR domain, fluorescence polarization peptide displacement; higher % means a stronger effect | displacement, % at 20 µM, or IC50 in µM where a hit was titrated | hit rate 0.007% among 200,000; in the data active means displacement above about 50%; further: a part of the inactive calls stands beside numbers as strong as those of hits
HIV fusion peptide – inhibitors of HIV fusion peptide binding, primary screen, biochemical, uHTS, fluorescence dequenching (AID 1986); cell-free peptide binding, fluorescence dequenching, 30 min; higher % means a stronger effect; one-dose inhibition, % at 20 µM; IC50 in µM for titrated hits; hit rate 0.3% among 290,000; in the data active means inhibition mostly above about 52%, no sharp cut-off; inactive means mostly below about 76%; further: some results filed as inactive read as strong as hits
SIAH1 antagonists – Siah-1 peptide-binding antagonists, primary screen, biochemical, fluorescence polarization, rhodamine-plectin, uHTS (AID 1817) | E3 ubiquitin-protein ligase SIAH1 (Homo sapiens) | Siah-1 / rhodamine-plectin peptide fluorescence polarization; higher % means a stronger effect | one-dose displacement, % at 20 µM; IC50 in µM for titrated hits | hit rate 0.02% among 290,000;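 active means displacement of at least 50% at 20 µM, with a fluorescence ratio check between 0.3 and a set limit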;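 further: plate controls were Siah plus tracer with DMSO for no effect and tracer alone without Siah for full effect; strong numbers were not always called active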
Dengue-2 NS5 capping – Dengue-2 NS5 methyltransferase inhibitors, primary screen, biochemical, confirmation dose response (AID 588689); hit rate 0.3% among 340,000; Dengue-2 NS5 methyltransferase capping enzyme assay, biochemical; higher % means a stronger effect; one-dose inhibition, % at 25 µM; IC50 in µM for titrated hits; Genome polyprotein (Dengue virus type 2 (strain 16681-PDK53)); in the data active means a potency from the dose series; inconclusive means inhibition above about 29% without an active follow-up result
Starred values were filed as active, the others as inactive; & = joins results of further samples.

`COCCCN1C(=O)C(=O)/C(=C(/O)c2ccc(S(=O)(=O)N3CCCCC3)cc2)C1c1ccc(OC)cc1` (configuration not stated) gave RSV CPE inhibition 1.1%, MgcRacGAP inhibition 5%, LYP inhibition 6%, SV40 large T antigen 25%, AID2073 5%, HIV fusion peptide 2.2%, SIAH1 antagonists 3% and Dengue-2 NS5 capping 2%.
Screening COc1cccc(CN2CCc3ccc(NC(=O)CCc4ccc(C)cc4)cc3C2)c1O returned RSV CPE inhibition 10%, MgcRacGAP inhibition -10%, LYP inhibition -1%, SV40 large T antigen 10%, AID2073 -3%, HIV fusion peptide -2.4%, SIAH1 antagonists 0% and Dengue-2 NS5 capping -2%.
Screening COCCNC(=O)c1cc(-c2ccccc2)n(CC2CC(c3ccc(OC)cc3)=NO2)n1 (configuration not stated) returned RSV CPE inhibition 1.8%, MgcRacGAP inhibition 3%, SV40 large T antigen 7% and Dengue-2 NS5 capping 1%.
Screening O=C(O)CSc1nc2ccccc2s1 returned RSV CPE inhibition -0.6%, MgcRacGAP inhibition 11%, LYP inhibition -6%&-3%, SV40 large T antigen -3%&13%, AID2073 5%&3%, HIV fusion peptide -1.6%&-0.7%, SIAH1 antagonists -5%&0% and Dengue-2 NS5 capping -3%.
For Cc1ccc(S(=O)(=O)N(C)CCCC(=O)Nc2cccc3ccccc23)cc1 the results were RSV CPE inhibition -2.6%, MgcRacGAP inhibition 12%, LYP inhibition -6%, SV40 large T antigen 29%, AID2073 1%, XIAP displacement -4.7%, HIV fusion peptide -0.7%, SIAH1 antagonists 6% and Dengue-2 NS5 capping 1%.
Screening CCc1nnc(NS(=O)(=O)c2ccc(N=Cc3c(C)[nH]n(-c4cccc(Cl)c4)c3=O)cc2)s1 returned RSV CPE inhibition 1.2%, MgcRacGAP inhibition 9%, LYP inhibition -6%, SV40 large T antigen 10%, AID2073 16%, XIAP displacement -15%, HIV fusion peptide 23%, SIAH1 antagonists 3% and Dengue-2 NS5 capping 1%.
Screening CC1=C(C#N)C(NC(=O)c2ccc(Cl)cc2)(C(F)(F)F)C(=O)N1 (configuration not stated) returned RSV CPE inhibition 2.2%, MgcRacGAP inhibition 0%, LYP inhibition -8%, SV40 large T antigen 5%, AID2073 12%, XIAP displacement 0.5%, HIV fusion peptide 2.4%, SIAH1 antagonists 8% and Dengue-2 NS5 capping -6%.
COC(=O)c1ccccc1-c1ccc(/C=C2\C(=O)N(c3ccccc3)N=C2c2ccccc2)o1 was read as RSV CPE inhibition 7.2%, MgcRacGAP inhibition 6%, LYP inhibition 7%, SV40 large T antigen -14%, AID2073 12%, XIAP displacement -4.8%, HIV fusion peptide 13%, SIAH1 antagonists 3% and Dengue-2 NS5 capping 2%.
COC(=O)C(CSCc1ccccc1)NC(=O)CSc1nc(N)cc(=O)[nH]1 (configuration not stated) was read as RSV CPE inhibition 0.6%, MgcRacGAP inhibition 0%, LYP inhibition -5%, SV40 large T antigen 1%, AID2073 -14%, XIAP displacement -10%, HIV fusion peptide -0.7%, SIAH1 antagonists -8% and Dengue-2 NS5 capping -10%.
Screening CCn1c(O)c(C(C#N)=C2N=c3ccccc3=N2)c2ccccc21 returned RSV CPE inhibition 2.5%, MgcRacGAP inhibition 4%, LYP inhibition -9%, SV40 large T antigen 4%, AID2073 14%, XIAP displacement -3.6%, HIV fusion peptide -7.3%, SIAH1 antagonists -3% and Dengue-2 NS5 capping -5%.
For CC(C)C[C@H](NC(=O)N1CCn2c1nc1ccccc12)C(=O)NC1CC1 the results were RSV CPE inhibition 0.3%, MgcRacGAP inhibition 9%, LYP inhibition -4%, SV40 large T antigen 8%, AID2073 5%, HIV fusion peptide 1.0%, SIAH1 antagonists -2% and Dengue-2 NS5 capping 0%.
Screening O=C(NNC(=O)c1ccccc1Cl)c1ccco1 returned RSV CPE inhibition 0.9%, MgcRacGAP inhibition 1%, LYP inhibition -9%, SV40 large T antigen 5%, AID2073 4%, HIV fusion peptide -0.1%, SIAH1 antagonists 0% and Dengue-2 NS5 capping -10%.
For Cc1c(C=O)c2ccccc2n1CC(=O)NCc1ccccc1 the results were RSV CPE inhibition 0.8%, MgcRacGAP inhibition 0%, LYP inhibition -8%, SV40 large T antigen -1%, AID2073 -8%, XIAP displacement -4.8%, HIV fusion peptide 1.3%, SIAH1 antagonists 5% and Dengue-2 NS5 capping -1%.
CC(=O)c1ccc(OCCCOc2cccc3cccnc23)cc1 was read as RSV CPE inhibition 11%, MgcRacGAP inhibition 7%, LYP inhibition -12%, SV40 large T antigen 1%, AID2073 13%, HIV fusion peptide 0.8%, SIAH1 antagonists 5% and Dengue-2 NS5 capping -7%.
For COC(=O)CCC(=O)OC1(C)C(=O)C=C2C=C(C3CC3)N(C(CO)CO)C=C2C1=O (configuration not stated) the results were RSV CPE inhibition 3.0%, MgcRacGAP inhibition -9%, LYP inhibition -3%, SV40 large T antigen 14%, AID2073 16%, HIV fusion peptide 2.2%, SIAH1 antagonists 6% and Dengue-2 NS5 capping -6%.
Screening CCOC(=O)COc1ccc2cc(C(=O)OCC)c(=O)oc2c1 returned RSV CPE inhibition 0.6%, MgcRacGAP inhibition 16%, LYP inhibition -10%, SV40 large T antigen 1%, AID2073 3%, XIAP displacement 0.1%, HIV fusion peptide -1.5%, SIAH1 antagonists 0% and Dengue-2 NS5 capping -4%.
`CCOC(=O)C1=C(CS(=O)(=O)c2ccc(F)c(C)c2)NC(=O)NC1c1ccc(O)c(O)c1` (configuration not stated) gave RSV CPE inhibition 1.7%, MgcRacGAP inhibition 8%, LYP inhibition -3%, SV40 large T antigen 7%, AID2073 -19%, XIAP displacement -6.6%, HIV fusion peptide 7.4%, SIAH1 antagonists 1% and Dengue-2 NS5 capping 0%.
Screening O=C(NCCc1ccncc1)c1ccc2nc(Cc3cccc(Cl)c3)oc2c1 returned RSV CPE inhibition 7.9%, MgcRacGAP inhibition 4%, LYP inhibition -5%, SV40 large T antigen 6%, AID2073 8%, HIV fusion peptide 0.8%, SIAH1 antagonists 6% and Dengue-2 NS5 capping -1%.
`COCCNC(=O)CSc1nc(N)c(NC(=O)c2ccccc2F)c(=O)[nH]1` gave RSV CPE inhibition 0.5%, MgcRacGAP inhibition -12%, LYP inhibition -7%, SV40 large T antigen 1%, AID2073 -13%, XIAP displacement -12%, HIV fusion peptide -0.9%, SIAH1 antagonists 8% and Dengue-2 NS5 capping -6%.
Screening O=C(NCc1ccco1)C1CCN(S(=O)(=O)c2cccc([N+](=O)[O-])c2)CC1 returned RSV CPE inhibition 0.2%, MgcRacGAP inhibition 4%, LYP inhibition -5%, SV40 large T antigen 8%, AID2073 6%, HIV fusion peptide 0.6%, SIAH1 antagonists 2% and Dengue-2 NS5 capping -8%.
Screening Cc1ccc(S(=O)(=O)CCC(=O)Nc2ccc(F)cc2)cc1 returned RSV CPE inhibition -0.7%, MgcRacGAP inhibition 5%, LYP inhibition -4%, SV40 large T antigen 2%, AID2073 -1%, XIAP displacement -1.3%, HIV fusion peptide -0.8% and SIAH1 antagonists 13%.
`CSc1ccc2nnc(-c3cccc(F)c3)n2n1` gave RSV CPE inhibition inconclusive, MgcRacGAP inhibition -5%, LYP inhibition -4%, SV40 large T antigen -1%, AID2073 40%, XIAP displacement 0.0%, HIV fusion peptide 2.2%, SIAH1 antagonists 10% and Dengue-2 NS5 capping 1%.
`Oc1oc(-c2ccccc2)nc1/C=N/c1ccccn1` gave RSV CPE inhibition 0.2%, MgcRacGAP inhibition 2%, LYP inhibition -3%, SV40 large T antigen 5%, AID2073 1%, XIAP displacement -3.1%, HIV fusion peptide 0.1%, SIAH1 antagonists 0% and Dengue-2 NS5 capping -4%.
`Cc1c(Cl)cccc1NS(=O)(=O)c1cccc2nsnc12` gave RSV CPE inhibition 0.9%, MgcRacGAP inhibition -13%, LYP inhibition -6%, SV40 large T antigen 1%, AID2073 11%, HIV fusion peptide -0.9%, SIAH1 antagonists 2% and Dengue-2 NS5 capping -4%.
Cc1ccc(S(=O)(=O)N(CC(O)CN2CCCC2)c2ccccc2)cc1 (configuration not stated) was read as RSV CPE inhibition -2.1%, MgcRacGAP inhibition -4%, LYP inhibition -3%, SV40 large T antigen 2%, AID2073 5%, XIAP displacement -2.2%, HIV fusion peptide 0.8%, SIAH1 antagonists 0% and Dengue-2 NS5 capping 4%.
`CCCCn1c(=O)c(C(=O)OCC)c(O)c2ccccc21` gave RSV CPE inhibition -0.3%, MgcRacGAP inhibition 3%, LYP inhibition -2%, SV40 large T antigen 2%, AID2073 -18%, XIAP displacement 6.7%, HIV fusion peptide -0.7%, SIAH1 antagonists -3% and Dengue-2 NS5 capping 3%.
For Cc1ccc(NC(=O)CN(C)Cc2ccc(Cl)cc2)cc1 the results were RSV CPE inhibition 1.4%, MgcRacGAP inhibition 5%, LYP inhibition -1%, SV40 large T antigen 11%, AID2073 -1%, XIAP displacement -10%, HIV fusion peptide 1.1%, SIAH1 antagonists 0% and Dengue-2 NS5 capping -5%.
COC(=O)c1c(C)oc(C)c1S(=O)(=O)N1CCCCC1 was read as MgcRacGAP inhibition 5%, LYP inhibition -7%, SV40 large T antigen -5%, AID2073 5%, HIV fusion peptide -1.0%, SIAH1 antagonists -4% and Dengue-2 NS5 capping -2%.
For O=c1c2[nH]c3ccc(F)cc3c2ncn1CC1CCCO1 (configuration not stated) the results were RSV CPE inhibition -0.2%, MgcRacGAP inhibition -3%, LYP inhibition -6%, SV40 large T antigen 2%, AID2073 -15%, HIV fusion peptide 0.3%, SIAH1 antagonists -5% and Dengue-2 NS5 capping 4%.
CN(C(=O)c1ccccc1)C1c2c(ccc3ccccc23)OCC1CO (configuration not stated) was read as RSV CPE inhibition 1.0%, MgcRacGAP inhibition 4%, LYP inhibition 8%, SV40 large T antigen 7%, AID2073 6%, HIV fusion peptide 3.2%, SIAH1 antagonists 3% and Dengue-2 NS5 capping 5%.
Screening COc1ccccc1CC(=O)Nc1ccc2c(c1)CCC2 returned RSV CPE inhibition 1.0%, MgcRacGAP inhibition 2%, LYP inhibition -13%, SV40 large T antigen 10%, AID2073 -6%, XIAP displacement -5.5%, HIV fusion peptide -1.0%, SIAH1 antagonists -3% and Dengue-2 NS5 capping -10%.
`Cn1c(=O)c2c(nc(NCc3cccnc3)n2Cc2ccccc2Cl)n(C)c1=O` gave RSV CPE inhibition 0.7%, MgcRacGAP inhibition 8%, LYP inhibition -4%, SV40 large T antigen -4%, AID2073 -9%, XIAP displacement -4.3%, HIV fusion peptide -1.9%, SIAH1 antagonists 0% and Dengue-2 NS5 capping 5%.
